Screening results as filed in PubChem.
14-3-3 Bad PPI = disrupts binding of bovine 14-3-3 zeta to phospho-Bad peptide; inhibition, % at 21.7 µM; P63103; TR-FRET 14-3-3zeta/Dy647-pBad peptide displacement, 1 h; actives 0.71% (n = 220,000); AID 781;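 active = inhibition above about 70%, limit read from the data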;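 also: 0% = full 14-3-3 plus peptide FRET controls and 100% = background without 14-3-3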
Target sequence (P63103 whole entry, looked up): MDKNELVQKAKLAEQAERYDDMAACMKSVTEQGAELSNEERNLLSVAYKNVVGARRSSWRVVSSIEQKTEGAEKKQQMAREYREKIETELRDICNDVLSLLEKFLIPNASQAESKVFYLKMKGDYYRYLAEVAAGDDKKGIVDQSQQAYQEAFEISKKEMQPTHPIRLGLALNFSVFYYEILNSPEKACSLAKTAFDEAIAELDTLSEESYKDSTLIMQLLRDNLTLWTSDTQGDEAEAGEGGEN
Runt-CBFb FRET = Runt domain-CBFb interaction inhibition | AID 1496 | inhibition, % at 20 µM | Cerulean-Runt/Venus-CBFb FRET ratio 530/480, 1 h | Q01196+Q13951 | actives 0.46% (n = 220,000);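 active = inhibition over about 50% at 20 µM in the single-dose screen, limit read from the data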;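 also: 0% = DMSO wells and 100% = excess unlabeled CBFb competitor control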
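System: Cerulean-labeled Runt domain protein | Quantity: 100 nM of each labeled protein | Schedule: 1 h compound exposure, room temperature | Detection: Fluorescence energy transfer, 422 nm excitation, 530/480 nm emission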
Mdm2 ligase inh = inhibitors of human Mdm2 E3 ubiquitin ligase | cell-based MDM2 ubiquitination luciferase reporter, 2 h; 0 = plate control, 100 = twice control, blank-subtracted | Q00987 | actives 0.11% (n = 210,000) | signal enhancement, % at 5 µM;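 active = signal enhancement of 30% or more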;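 also: luminescence tracks abundance of the self-degrading MDM2-luciferase fusion protein; higher signal means inhibition of MDM2 E3 ligase activity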
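Assay system: mammalian cells stably expressing self-ubiquitinating, self-degrading MDM2 E3–luciferase fusion. Quantity: 2000 cells in each well. Medium: DMEM culture medium. Compound dosing: single-point 5 µM. Timing: cell settling 4 h, compound treatment 2 h, both 37 °C. Technique: luciferase luminescence. Read-out basis: percent signal gain over controls, blank-subtracted. Benchmarks: plate controls and plate blanks.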
Tb hexokinase = blocks Trypanosoma brucei hexokinase 1 activity; recombinant TbHK1, G6PDH-coupled NADH A340; inhibition, % at 10 µM; actives 0.11% (n = 220,000); AID 1430;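 active = inhibition of 50% or more in the single-dose primary screen; inactive = inhibition below 50%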
Runt-SMMHC FRET = blocks binding of human RUNX1 Runt domain to CBFb-SMMHC | inhibition, % at 20 µM | Cerulean-Runt/Venus-CBFb-SMMHC FRET ratio 530/480, 1 h | Q01196+Q13951 | actives 0.74% (n = 220,000);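 active = mean inhibition across duplicate retests at 20 µM reaching about 50%, limit read from the data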;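 also: 0% = DMSO wells and 100% = wells with excess untagged CBFb-SMMHC; inhibitors lower the FRET ratio by blocking Runt binding to CBFb-SMMHC; some results filed as inactive read as strong as hits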
Hck-Nef inh = human Hck-Nef kinase inhibition; Recombinant Hck-YEEI plus Nef, Z-Lyte FRET kinase assay; inhibition, % at 20 µM; actives 0.68% (n = 220,000); AID 463187;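 active = Hck-Nef kinase inhibition above about 50%, limit read from the data; inactive = inhibition below that limit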;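 also: 0% = DMSO with Hck plus Nef and 100% = Hck alone without Nef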
L929 necroptosis = blocks zVAD induced death of L929 cells. actives 0.38% (n = 220,000). L929 zVAD necroptosis rescue, ATP luminescence, 24 h; with zVAD 60 µM. viability rescue, % at 10 µM;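 active = activation, scaled between plate controls, above about 75%, limit read from the data; inactive = activation under that limit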;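 also: 0% = zVAD with DMSO and 100% = DMSO alone without zVAD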
NCF1 inh = p47phox (human) inhibition | P14598 | p47phox/p22phox peptide binding, fluorescence polarization, 2 h | inhibition, % at 24.7 µM | actives 0.53% (n = 220,000) | AID 1274;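 active = inhibition above about 30%, limit read from the data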;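 also: 0% = p47phox with labelled peptide and 100% = labelled peptide alone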
Target sequence (P14598 whole entry, looked up): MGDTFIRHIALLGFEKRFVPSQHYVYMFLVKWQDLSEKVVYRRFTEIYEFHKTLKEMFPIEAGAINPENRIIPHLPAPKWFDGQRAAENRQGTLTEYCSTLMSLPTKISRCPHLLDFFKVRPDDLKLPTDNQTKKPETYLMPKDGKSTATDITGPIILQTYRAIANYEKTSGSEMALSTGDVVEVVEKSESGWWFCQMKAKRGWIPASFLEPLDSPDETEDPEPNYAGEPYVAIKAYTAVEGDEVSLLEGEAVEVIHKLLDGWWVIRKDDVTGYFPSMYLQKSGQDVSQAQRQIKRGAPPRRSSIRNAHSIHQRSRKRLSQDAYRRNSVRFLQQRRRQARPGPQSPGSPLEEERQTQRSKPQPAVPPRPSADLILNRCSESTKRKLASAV
EBV gp42 inh = inhibitors of Epstein-Barr virus glycoprotein 42; AID 1085; Q1HVG2; inhibition, % (tested at 21.74 µM); actives 0.42% (n = 220,000); Fluorescence polarization binding assay, mP read-out; in the data active = inhibition above about 50%
Target sequence (Q1HVG2 whole entry, looked up): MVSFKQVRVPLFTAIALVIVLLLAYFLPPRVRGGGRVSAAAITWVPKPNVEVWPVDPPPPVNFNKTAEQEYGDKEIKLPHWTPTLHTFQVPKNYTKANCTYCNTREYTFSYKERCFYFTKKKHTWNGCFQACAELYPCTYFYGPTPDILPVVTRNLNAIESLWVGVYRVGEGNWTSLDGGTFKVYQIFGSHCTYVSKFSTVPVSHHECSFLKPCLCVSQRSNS
* = called active by the depositor; . = not tested or not shown; [ ] = remark or other dose.

Molecule	14-3-3 Bad PPI	Runt-CBFb FRET	Mdm2 ligase inh	Tb hexokinase	Runt-SMMHC FRET	Hck-Nef inh	L929 necroptosis	NCF1 inh	EBV gp42 inh
CC(c1n[nH]c(=S)n1-c1ccc(F)cc1)N1CCCCC1 (stereo not given)	-13	3	-13	-4	2	18	-0.6	-10	-24
O=C(O)Cc1ccc(Oc2ncc(C(F)(F)F)cc2Cl)cc1	-18	1	-22	1	1	20	0.6	-8	-11
Cc1ccc(NC(=O)CN(C)C(=O)Cn2ccsc2=N)cc1	-7	-3	8	0	-3	6	2.3	3	-1
O=C(CC1CCCCC1)NCc1ccco1	-4	1	.	3	-1	1	-0.3	-9	8
COc1ccc(-n2cc(CNC(C)c3ccncn3)c(-c3cccc(F)c3)n2)cc1 (stereo not given)	-8	.	-25	-4	.	28	0.2	-4	-14
CCCC(=O)Nc1cccc(NC(=O)c2ccc3c(c2)OCCO3)c1	-4	1	-7	-2	-2	0	0.9	-16	-19
CCC(C)[C@H](NC(=O)NCCCN1CCOCC1)C(=O)OC (stereo not given in full)	-9	-2	-8	0	1	0	-0.1	-8	-5
CCC(=O)Nc1cccc(NC(=S)NC(=O)c2cccs2)c1	-15	0	-10	27	8	3	0.5	-7	-7
CCOC(=O)c1sc2ccccc2c1OC(=O)c1ccccc1	4	-2	-14	6	-2	7	-0.7	-8	-3
COc1cc2c(cc1OC)CN(C(=O)c1sc(-c3cnccn3)nc1C)CC2	2	-1	5	-28	-1	-6	-0.1	-4	-4
Cc1cc(C(=O)CN2C(=O)c3ccccc3S2(=O)=O)c(C)n1CC1CCCO1 (stereo not given)	8	-13	-83	-2	-2	2	0.4	-4	4
CC(=O)Nc1ccc(S(=O)(=O)/N=C2\C(=O)c3ccccc3C([O-])=C2n2cc[n+](-c3ccccn3)c2)cc1	-5	3	-16	6	-2	31	-0.5	-2	0

Next part
Molecule	14-3-3 Bad PPI	Runt-CBFb FRET	Mdm2 ligase inh	Tb hexokinase	Runt-SMMHC FRET	Hck-Nef inh	L929 necroptosis	NCF1 inh	EBV gp42 inh
CC(C)(C)c1nc2c(C#N)c(-c3ccc(Cl)cc3)ccn2n1	-4	1	-4	-12	-3	3	0.2	-17	-1
CCN(CC)c1ccc(C=NCCc2ccc(S(N)(=O)=O)cc2)cc1	-9	-1	-17	-23	-4	1	0.9	-3	-16
CS(=O)(=O)N(CC(=O)NC1CCCC1)c1ccc2c(c1)OCCO2	-7	2	-12	3	-1	2	1.0	-10	-13
CCCC(=O)Nc1cc(-c2nnc(OC)c3ccccc23)ccc1N1CCCCC1	-8	-3	0	-2	-10	1	1.1	-11	1
CC1CCCN(Cc2nc3c(c(=O)n(C)c(=O)n3C)n2CC(=O)c2ccccc2)C1 (stereo not given)	10	-2	-12	-4	3	-1	-1.0	-10	-15
Cc1cccc(Nc2nc(N)c([N+](=O)[O-])c(NCc3ccccc3)n2)c1	-2	0	1	-11	0	29	-0.9	-7	-2
CCOC(=O)N1CCC(NS(=O)(=O)c2cc(Br)cc3c2N(C(=O)CC)CC3)CC1	2[fluorescence artefact?]	-1	-10	-4	2	-5	-0.8	8	-13
CCC(C)c1ccc(OCC(=O)O)cc1 (stereo not given)	-3[fluorescence artefact?]	3	18	5	-3	13	0.5	-10	-5
COc1ccccc1C1CN(c2ccc(F)cc2F)N=C1c1cccs1 (stereo not given)	-14[fluorescence artefact?]	16	-9	-4	83*	47	0.6	-20	-20
Cc1ccc(OCC(=O)N/N=C\c2ccc(-c3cccc(C(=O)O)c3)o2)c(C)c1	4	13	-17	-35	11	5	-0.5	-15	-10
Cc1ccc(-n2c(SCC(=O)NCCN3C(=O)CSC3=O)nnc2-c2ccccc2)cc1	3	-4	-51	37	8	-4	-0.8	-10	-3
CSC(=NCc1ccc(F)cc1)NS(=O)(=O)c1cccs1	10	1	-10	-4	-3	1	0.3	-22	-26

New compounds follow
Molecule	14-3-3 Bad PPI	Runt-CBFb FRET	Mdm2 ligase inh	Tb hexokinase	Runt-SMMHC FRET	Hck-Nef inh	L929 necroptosis	NCF1 inh	EBV gp42 inh
O=C(CSc1nncs1)Nc1ccc(Cl)cn1	1	2	-15	-5	0	3	0.8	-3	-14
CC1(C)CC(=O)CC2(C1)NCC(c1ccccc1)c1c2[nH]c2ccccc12 (stereo not given)	-11	-2	-35	0	4	23	-1.2	16	-8
CCOC(=O)c1[nH]c(C)c(/C(O)=C2\C(=O)C(=O)N(CCCN3CCOCC3)C2c2cccs2)c1C (stereo not given)	-5	0	-10	-30	-6	12	0.3	4	-4
Cc1ccc(NC(=O)Cn2nnc(-c3ccccc3-n3cnnn3)n2)c(C)c1	-4	-2	-11	0	11	25	0.0	-6	6
c1ccc(COc2ccc(OCCCCN3CCCCC3)cc2)cc1	6	1	1	3	-2	2	-0.7	-2	1
COC(=O)NC(=C(Cl)Cl)S(=O)(=O)c1ccccc1	-4	-1	11	-2	0	-1	-0.9	-3	-7
C=CCn1c(SCc2ccc(C#N)cc2)nnc1-c1cccc(Cl)c1	2	-1	-3	2	0	1	0.2	7	-24
COC(=O)CNC(=O)c1ccc(F)cc1	1	0	1	-6	-8	11	0.8	5	-4
CCCc1cc(C(=O)Nc2cc(C)on2)no1	7	1	-11	-8	3	-1	0.6	3	-18
CCNC(=S)Nc1ccc(N(c2ccccc2)C(C)C)cc1	-6	11	-18	-6	4	9	0.1	-12	-4
CSc1nnc(C)c(=O)n1COC(=O)c1ccccc1	-3	1	2	-2	1	24	3.0	-6	-40
CC1=Nn2c(nnc2-c2ccccn2)SC1	-5	2	-5	2	-1	0	0.1	-139	-11

Following part.
Molecule	14-3-3 Bad PPI	Runt-CBFb FRET	Mdm2 ligase inh	Tb hexokinase	Runt-SMMHC FRET	Hck-Nef inh	L929 necroptosis	NCF1 inh	EBV gp42 inh
C=CCn1c(=O)c2c(nc3n2CCS3)n(C)c1=O	9[fluorescence artefact?]	-2	-4	4	-8	-1	-0.1	-3	-6
CC1CN(c2ccc([N+](=O)[O-])cc2Cl)CCN1S(C)(=O)=O (stereo not given)	-2	10	-9	-27	-2	3	1.3	9	-19
Cc1ccc(OCCNC(=O)Cc2ccc(F)cc2)cc1	-5	1	.	3	-3	2	0.0	-5	1
COc1ccc2c(c1)c1nc3n(c(=O)c1n2CC(=O)Nc1cc(C)[nH]n1)CCS3	9	-1	-8	-11	-1	18	51	-4	-10
CCOc1ccccc1-c1nc(CN2CCCC2c2nccs2)c(C)o1 (stereo not given)	0	-1	-9	-7	3	18	5.4	-23	-14
CC(=O)Nc1ccc(S(=O)(=O)NCc2ccc3c(c2)cc(C)n3C)cc1	13	-17	-5	-5	-26	0	4.0	2	12
COc1cc2c(c(OC)c1OC)-c1c(cc3c(c1OC)OCO3)C[C@H](C)[C@@](C)(O)C2	-4	1	3	-14	-2	22	-0.1	-3	-15
Cc1cc(=O)n(C)c(=O)n1CCCCCCOc1ccc([N+](=O)[O-])cc1	-19	0	-17	-9	0	0	0.4	-11	-6
COc1ccc2ccccc2c1C1CC(=O)N2CN(Cc3ccco3)CSC2=C1C#N (stereo not given)	2	17	-58	-27	22	1	0.5	-6	-13
O=P(OC1CCCCC1)(OC1CCCCC1)C(O)c1c(Cl)cccc1Cl (stereo not given)	5	-2	-13	1	3	-1	0.3	-8	-8
ON=C1CCN(c2ncc(C(F)(F)F)cc2Cl)CC1	-6	2	0	5	0	2	0.1	-1	-17
COc1ccc(C2C(=O)N(C3CCCCCC3)CC(=O)N2Cc2ccccc2)cc1OC (stereo not given)	3	-1	-5	30	0	3	-0.3	-11	-8

An excerpt from above, showing only Runt-CBFb FRET:
SMILES	Runt-CBFb FRET
O=P(OC1CCCCC1)(OC1CCCCC1)C(O)c1c(Cl)cccc1Cl (stereo not given)	-2
COc1cc2c(c(OC)c1OC)-c1c(cc3c(c1OC)OCO3)C[C@H](C)[C@@](C)(O)C2	1
COc1ccc2ccccc2c1C1CC(=O)N2CN(Cc3ccco3)CSC2=C1C#N (stereo not given)	17

(continued)
Molecule	14-3-3 Bad PPI	Runt-CBFb FRET	Mdm2 ligase inh	Tb hexokinase	Runt-SMMHC FRET	Hck-Nef inh	L929 necroptosis	NCF1 inh	EBV gp42 inh
COC(=O)c1ccc(S(=O)(=O)N2CCCN(Cc3ccc(F)cc3)CC2)n1C	8	0	-7	7	2	24	-0.2	-7	-11
O=C(CC1C(=O)NCCN1C(=O)Nc1ccccc1)Nc1ccc(F)cc1 (stereo not given)	-3	3	-19	-5	-4	8	0.2	1	-13
Cn1cc(CNC(=O)C23CC4CC(CC(C4)C2)C3)cn1	1	1	8	4	4	0	-0.1	2	4
Cc1ccc(-n2ncc(Br)c(Br)c2=O)cc1	-4	1	-17	3	0	-2	-4.0	1	8
Cc1noc(C)c1S(=O)(=O)N1CCC(C(=O)N2CCN(c3ccc(Cl)cc3)CC2)CC1	-7	1	-20	-4	-1	9	-0.5	-10	-14
O=C(O)c1oc2ccccc2c1CSCc1ccccc1	17	-3	-1	-4	-2	3	0.7	-10	-19
COc1cc(C(=O)NC(=S)Nc2ccccc2[N+](=O)[O-])cc(OC)c1OC	-6	6	0	2	4	9	-0.4	-2	-9
O=C(Nc1cccc(S(=O)(=O)N2CCCC2)c1)c1cc(-c2ccccn2)nc2ccccc12	-16	-5	-12	-1	0	-1	5.5	-15	-8
CCOc1ccc(-c2nnc(SCC(=O)N(CC)CC)n2N)cc1	5[fluorescence artefact?]	-3	-14	5	-6	0	2.4	2	-19
COc1ccc(CCNC(=O)CSc2nc(C)cs2)cc1	2	0	-16	-2	2	3	0.9	-6	-9
O=C(CCc1nc2ccccc2[nH]c1=O)OCC(=O)N1CCc2ccccc21	6	-2	-11	-7	1	0	0.2	0	-13
O=C(O)c1ccc2c(c1)CCC2	-1	0	-13	-1	1	-18	3.2	-10	-13

(listing goes on)
Molecule	14-3-3 Bad PPI	Runt-CBFb FRET	Mdm2 ligase inh	Tb hexokinase	Runt-SMMHC FRET	Hck-Nef inh	L929 necroptosis	NCF1 inh	EBV gp42 inh
CC1(C)CC2CC(C)(CN2C(=O)c2ccccc2)C1 (stereo not given)	-2	0	5	-6	-2	19	6.0	-2	-4
O=C(O)CCC(NC(=O)OCc1ccccc1)C(=O)O (stereo not given)	3	-1	-10	4	0	3	-0.3	-12	-9
O=C(Nc1nnc(-c2cccnc2)o1)c1ccccc1Cl	-5	0	-35	-2	1	-4	1.4	-5	-5
Cc1nc(SCC(=O)Nc2ccc(C)c(F)c2)c2oc3ccccc3c2n1	11[fluorescence artefact?]	-4	-24	-2	-1	4	0.4	-11	-14
Fc1ccc(N2CCN(C(c3cccs3)c3nnnn3C3CCCC3)CC2)cc1 (stereo not given)	-11	-2	-36	6	-5	1	-0.6	-17	-8
Cc1cc(OCC(=O)Nc2ccncc2)ccc1Br	-5	0	16	5	-3	0	0.5	-11	-5
CC(C)OC(=O)CSc1nnc(-c2cnccn2)n1-c1ccc(Cl)cc1	-3	-2	-8	-2	-4	2	-0.4	-9	0
Cc1ccnc(N2CCC(C(=O)Nc3nnc(C)s3)CC2)n1	-2	-2	4	48	1	1	3.6	-11	-13
COc1ccccc1C1=NOC(COC(=O)c2ccc([N+](=O)[O-])cc2)C1 (stereo not given)	2	1	-14	42	0	1	0.0	0	2
O=C(c1c[nH]c(C(=O)C(Cl)(Cl)Cl)c1)c1ccccc1Cl	4	2	8	-6	1	1	-0.5	-5	-16
